# Shiga toxin inh = inhibitors of Shiga toxin in Vero cells; Vero cells, Shiga toxin protein synthesis inhibition reporter; hit rate 9.2% among 290,000; AID 2315; inhibition, % at 38.7 µM; in the data active = inhibition mostly above about 28%, no sharp cut-off; inactive = mostly below about 43%; note: 0% is about no effect
# Tb PYK inh = T. brucei pyruvate kinase inhibition; Q57TT1; Potency, µM (titrated, usually from 76.8 µM), for the others: top-dose activity, negative = inhibition, actives largely listed as inhibitors; hit rate 0.12% among 410,000; TbPYK enzyme, Kinase-Glo Plus ATP luminescence, 45 min; note: potency is the fitted concentration of half-maximal effect; % is set by controls: 0 for no effect and ±100 for the full control effect; nearly all actives have a fitted effect of over 50% in size
#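 Luminescence from Kinase-Glo Plus, added after a 45-minute room-temperature reaction, served as the end-point read-out. The enzyme and substrate were preincubated with compound before ADP (130 uM final) initiated turnover. Concentration-effect curves came from normalized qHTS data.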
# LmPK inh = inhibitors of Leishmania mexicana pyruvate kinase. hit rate 0.37% among 290,000. Potency, µM (series often up to 57.5 µM), for the others: at the top dose activity change, negative = inhibition, usual class: inhibitors. Q27686. purified LmPK, Kinase-Glo ATP luminescence, 1 h; note: potency is the fitted concentration of half-maximal effect; % is set by controls: 0 for no effect and ±100 for the full control effect
# Target sequence (Q27686 whole entry, looked up): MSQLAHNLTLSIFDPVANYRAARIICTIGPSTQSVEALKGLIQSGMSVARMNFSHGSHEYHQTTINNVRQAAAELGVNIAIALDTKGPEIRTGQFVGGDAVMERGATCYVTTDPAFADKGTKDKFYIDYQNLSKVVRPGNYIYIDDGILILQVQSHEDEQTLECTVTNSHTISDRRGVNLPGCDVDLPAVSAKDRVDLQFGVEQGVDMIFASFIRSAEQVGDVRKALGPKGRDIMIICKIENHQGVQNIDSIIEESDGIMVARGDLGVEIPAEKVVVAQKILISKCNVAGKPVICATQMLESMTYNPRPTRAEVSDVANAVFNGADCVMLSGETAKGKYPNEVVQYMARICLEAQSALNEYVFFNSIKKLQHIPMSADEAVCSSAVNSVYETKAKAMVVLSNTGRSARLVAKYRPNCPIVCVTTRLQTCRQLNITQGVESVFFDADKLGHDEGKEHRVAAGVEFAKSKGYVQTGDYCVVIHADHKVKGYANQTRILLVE
#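 qHTS format; LmPK 0.1 nM; substrates PEP 0.5 mM and ADP 0.1 mM. One-hour room-temperature incubation, then coupled luciferase luminescence; 0.5 nM enzyme wells mark activation.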
# AmpC no deterg = blocks E. coli AmpC beta-lactamase in detergent-free assay | P00811 | AmpC nitrocefin hydrolysis, absorbance 480 nm, 0.0001% Triton | Potency, µM (titrated, usually from 57.1 µM), for the others: top-dose activity change, negative = inhibition, usual class: inhibitors | hit rate 0.52% among 330,000;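 note: potency is the fitted concentration of half-maximal effect; plate controls were no compound for no effect and no enzyme for full effect; nearly all actives have a fitted effect of over 20% in size; some results filed as inactive show a strong effect at the top dose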
# Target sequence (P00811 whole entry, looked up): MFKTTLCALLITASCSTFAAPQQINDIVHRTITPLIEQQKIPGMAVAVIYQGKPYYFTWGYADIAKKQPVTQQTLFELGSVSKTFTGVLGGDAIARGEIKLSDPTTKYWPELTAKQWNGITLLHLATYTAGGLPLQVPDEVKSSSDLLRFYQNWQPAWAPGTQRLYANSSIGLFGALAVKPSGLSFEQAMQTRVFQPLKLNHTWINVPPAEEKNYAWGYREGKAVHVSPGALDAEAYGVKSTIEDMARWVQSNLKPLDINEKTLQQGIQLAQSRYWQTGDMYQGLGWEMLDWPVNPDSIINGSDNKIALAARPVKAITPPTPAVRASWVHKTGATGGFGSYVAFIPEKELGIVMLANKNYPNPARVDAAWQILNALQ
#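 20 mM phosphate pH 7.0 + 0.01% (detergent screen) or 0.0001% Triton X-100; 5.3 nM AmpC reagent; cpd preinc 15 min RT; nitrocefin (800 uM stock) to start; A480 q20 s × 4 min; Activity was normalised to no-enzyme and no-compound control wells.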
# Cycloheximide cs = affects cycloheximide protein synthesis inhibition readout, counter-screen | cell reporter, cycloheximide protein synthesis inhibition counterscreen | max response, % | hit rate 12% among 300,000; in the data active = max response mostly above about 13%, no sharp cut-off; inactive = mostly below about 14%; note: read at 38.3 µM for the half of the compounds with a filed dose; 0% is about no effect
# Pf growth 96h = P. falciparum growth inhibition at 96 hours | P. falciparum luciferase reporter growth, 96 h | Potency, µM (highest dose often 28.7 µM), for the others: at the highest dose activity change, negative = inhibition, most hits filed as inhibitors | hit rate 6.9% among 320,000; note: potency is the fitted concentration of half-maximal effect; % is set by controls: 0 for no effect and ±100 for the full control effect
#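 Erythrocytes infected with luciferase-expressing P. falciparum were dispensed at 2% hematocrit and 0.05% parasitemia (final), then incubated with compounds 96 hours at 37 C in 5% CO2. Luminescence after detection reagent addition reported growth.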
# Pf growth 48h = inhibits P. falciparum growth in the first generation, 48 h; P. falciparum luciferase growth in erythrocytes, 48 h; Potency, µM (highest dose often 28.7 µM), inactives show top-dose activity change, negative = inhibition, usual class: inhibitors; hit rate 5.9% among 310,000; AID 504832; note: potency is the fitted concentration of half-maximal effect; % is set by controls: 0 for no effect and ±100 for the full control effect
#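 Cell-based growth assay: transgenic P. falciparum expressing firefly luciferase, cultured in red cells within RPMI 1640 containing 0.5% w/v Albumax, 24 mM bicarbonate and gentamycin. A drop in luciferase activity indicates inhibition.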
# The depositor's hits bear a star; ? = inconclusive; / = no result given; & = joins results of further samples; [ ] = dose if it differs, or a comment. Unless noted, calls come from the whole dose curve; as a rule, active = well fitted curve in the direction sought with a large enough effect; inconclusive = small, poorly fitted or top-dose-only effect, or another doubt; inactive = no such curve, though single readings can be large; an effect the other way counts as inactive or inconclusive.
# Fields – Shiga toxin inh	Tb PYK inh	LmPK inh	AmpC no deterg	Cycloheximide cs	Pf growth 96h	Pf growth 48h
CCCN1CCC[C@@H]2Cc3[nH]ncc3C[C@H]21
 : /	0.8%&-10.8%	/	/	/	12.6%	4.4%
Cc1c(C(=O)Nc2ccc(C(=O)O)cc2)cnn1C
 : -4.7	-1.5%	-5.5%	-6.1%	1.3	61.6%[activator]	3.9%
CC(C)Cc1cc(C(=O)N2CCC(N3CCC(C(=O)N4CCOCC4)CC3)CC2)n[nH]1
 : 12.2	2.9%	0.9%	-2.1%	-2.8	?	36.6%[activator]
O=S1(=O)CC(O)C(Nc2ccccc2Cl)C1 (centres undefined)
 : -25.5	0.8%	-8.7%	-15.1%	11.3	?	6.6%
O=C(CCCc1nc2ccccc2s1)NC1CCOC1=O (centres undefined)
 : 19.8	-4.0%	-3.1%	19.1%	6.1	55.0%[activator]	-1.3%
Cc1ccccc1-n1c(=O)n(CCc2ccccc2)c(=O)c2[nH]cnc21
 : -11.5	3.2%	4.4%	-5.9%	10.2	?	?
COc1ccc(N(C)C(=O)c2ccc3c(c2)nnn3C)cc1
 : 5.7	-7.5%	0.3%	-12.5%	-6.9	3.8%	-3.8%
O=C(Nc1ccccc1)N(Cc1cccnc1)Cc1ccco1
 : 7.5	1.5%	-3.3%	-6.5%	-0.4	-7.9%	-0.9%
CCCc1cc(C(=O)Nc2c(C)n(C)n(-c3ccccc3)c2=O)no1
 : 21.7	1.6%	-0.8%	-4.6%	-3.8	9.28µM*	/
Cc1ccccc1-c1nnn(CC(=O)NCc2ccc3c(c2)OCO3)n1
 : -19.1	14.5%	2.8%	-6.8%	-2.7	24.5%	0.9%

# Structural class: those above containing sulfur.
# Fields – Shiga toxin inh	Tb PYK inh	LmPK inh	AmpC no deterg	Cycloheximide cs	Pf growth 96h	Pf growth 48h
O=S1(=O)CC(O)C(Nc2ccccc2Cl)C1 (centres undefined)
 : -25.5	0.8%	-8.7%	-15.1%	11.3	?	6.6%
O=C(CCCc1nc2ccccc2s1)NC1CCOC1=O (centres undefined)
 : 19.8	-4.0%	-3.1%	19.1%	6.1	55.0%[activator]	-1.3%

# (listing goes on)
# Fields – Shiga toxin inh	Tb PYK inh	LmPK inh	AmpC no deterg	Cycloheximide cs	Pf growth 96h	Pf growth 48h
CCOC(=O)c1ccc(CNC(=O)CSc2nnc(-c3ccncc3)o2)cc1
 : -7.2	-11.2%	-0.6%	-33.5%	0.3	-5.1%	31.7%[activator]
CCOC(=O)C(O)(C1C(=O)CC(C)(C)CC1=O)C(F)(F)F (centres undefined)
 : -13.4	-1.5%	3.8%	-22.3%	-7.0	26.1%	8.6%
Cc1cccc(C)c1NC(=S)NCc1ccccc1
 : -6.2	-10.4%	4.6%	20.6%	-2.2	42.7%	?
Cc1cccc(OCc2n(CC(=O)OC3CC(C)CCC3C(C)C)c3ccccc3[n+]2C)c1 (centres undefined)
 : -23.2	-5.1%	2.6%	204.3%[activator]	-4.3	2.2%	2.33µM*
COc1ccc(S(=O)(=O)N2CCc3ccccc32)cc1OC
 : -4.7	-1.9%	-1.2%	-8.6%	3.6	129.4%[activator]	18.7%
Nc1nc(SCC(=O)NCc2ccccc2)[nH]c(=O)c1NC(=O)c1ccccc1F
 : 32.8	-5.9%	0.0%	-16.7%	-1.2	57.5%[activator]	1.5%
Cc1ccc(N2C(=O)C3C4C=CC(C4)C3C2=O)cc1 (centres undefined)
 : -7.8	1.4%	-2.9%	-6.4%	-4.9	80.2%[activator]	1.6%
Cc1ccc2nc(NCC(=O)NN)nc(-c3ccccc3)c2c1
 : -5.8	-7.9%	-10.9%	8.4%	-1.3	?	-2.6%
Cc1ccc(NC(=O)CN(C)S(=O)(=O)c2cnc[nH]2)cc1C
 : -3.2	3.4%	-2.6%	-8.6%	8.5	-10.7%	8.2%
COc1ccc(S(N)(=O)=O)cc1C(=O)OCC1CCCCC1
 : -5.4	-4.4%	-5.0%	-1.5%	-5.3	-12.4%	17.9%
COc1ccc(-c2nc(CN3CCC(c4ccccc4)CC3)c(C)o2)cc1OC
 : 10.2	-7.6%	0.6%	100.0%[activator]	-1.4	13.1µM*	11.7µM*
CCOc1ccc(CCNS(=O)(=O)c2cn(C)cn2)cc1OCC
 : -4.5	1.9%	-0.2%	-3.6%	5.1	?	31.1%[activator]
CC(=O)Nc1ccc(S(=O)(=O)N2CCC(=O)Nc3ccccc32)cc1
 : -0.7	4.5%	-9.9%	-11.7%	-1.4	?	39.5%[activator]
CS(=O)(=O)N(CC(=O)Nc1ccccc1C(=O)N1CCCC1)c1cccc([N+](=O)[O-])c1
 : -2.6	-0.7%	-0.7%	1.3%	-1.1	40.1%[activator]	-0.2%
CNC(=O)CSCCn1c(SCC(=O)NC)nc2ccccc2c1=O
 : -12.7	-0.3%	-1.1%	-1.7%	-3.8	?	-2.3%
COc1ccc(N2CCN(C(=O)CSc3nnc4c(C)cc5ccc(C)c(C)c5n34)CC2)cc1
 : -11.6	3.1%	3.0%	37.4%	-1.9	-17.0%	-25.5%
Cn1cc(Br)c(C(=O)Nc2ncc(Br)s2)n1
 : 41.4	-5.5%	-12.8%	-10.8%	35.9*	35.6%[activator]	85.0%[activator]
CCN1CCN(c2c(Cl)cccc2NC(=O)c2cccs2)CC1
 : 11.3	-4.0%	-4.5%	16.9%	-2.6	0.8%	-22.2%
O=C1C=C(c2cccc3c2sc2ccccc23)C[C@@H](c2ccc(Cl)cc2)C1
 : /	-0.1%	/	-38.1%	/	16.1%	-16.1%
C=C(C)COc1ccc(-c2n[nH]c(C)c2Oc2ccccc2OC)c(O)c1
 : 14.8	-9.4%	3.5%	-22.4%	-1.5	4.65µM*	5.22µM*
CC(c1ccccc1)C1CC(=O)N(Cc2ccco2)C1=O (centres undefined)
 : 9.7	?	5.0%	-25.5%	-0.9	-17.9%	?
CCc1cc(=O)oc2cc(C)cc(OCC(=O)N3CCC(C(=O)O)CC3)c12
 : -0.6	-8.4%	-4.7%	3.0%	-3.8	-1.0%	1.0%
CCCC1=NN(c2ccc([N+](=O)[O-])cc2)C(=O)/C1=C/N(C)C
 : 20.1	-7.3%	-23.2%	-28.6%	19.8*	2.8%	39.8%[activator]
COc1ccc(NC(=O)N2CCC(CO)(CC3CCCCO3)CC2)c(OC)c1 (centres undefined)
 : 30.8	3.7%	2.3%	-4.2%	5.1	-12.4%	0.6%
Cc1ccc(NC(=O)c2cccc(C(=O)Nc3ccc(C)cc3C(=O)O)c2)c(C(=O)O)c1
 : -3.9	-6.4%	2.1%	-12.3%	1.2	38.8%[activator]	-0.2%
Cc1cccc(N2CCN(C(=O)c3ccc(Cl)c(S(=O)(=O)N4CCc5ccccc5C4)c3)CC2)c1C
 : -12.4	-2.1%	-0.6%	-24.1%	-0.8	?	-0.6%
Cc1cc(-n2c(C)cc(C(=O)CSc3ccc4c(c3)OCCO4)c2C)no1
 : 25.0	-3.9%	-0.1%	-31.7%	14.5	?	?
CCN(CC)S(=O)(=O)c1ccc(N2CCOCC2)c(NCC(=O)Nc2ccc(F)cc2)c1
 : 4.4	3.8%	-1.0%	-5.7%	11.7	-16.5%	?
O=C1Cc2cccc3cccc1c23
 : 15.4	-3.9%	-1.9%	0.5%	5.8	34.5%[activator]	/
Cc1nn(C)c(C(=O)Sc2cccc(Cl)c2)c1[N+](=O)[O-]
 : 7.6	0.9%	2.8%	-25.6%	14.3	-29.4%	22.9%
CSc1ccc(CN(C)Cc2cc(=O)oc3c(C)c(C)ccc23)cc1
 : -5.5	5.4%	-2.1%	-34.0%	-3.8	-16.1%	?
S=C(NCc1ccccn1)Nc1cccc(Cl)c1
 : 26.2	-6.2%	0.9%	-25.4%	12.9*	2.9%	9.1%
COc1ccc(C(NC(=O)CN2C(=O)NC3(CCc4ccccc43)C2=O)c2ccccc2)cc1 (centres undefined)
 : /	-9.9%	/	-15.3%	/	?	11.7µM*
NC[C@@H]1O[C@@H](O[C@H]2[C@H](O)[C@H](O[C@@H]3O[C@H](CO)[C@@H](O)[C@H](N)[C@@H]3O)[C@@H](N)C[C@H]2N)[C@H](N)C[C@@H]1O
 : /	-4.2%[33.2 µM]	/	/	/	11.0%[12.8 µM]	-8.3%[12.8 µM]
Cc1cccn2c(=O)c(/C=C(\C#N)C(N)=O)c(N3CCN(c4ccccc4)CC3)nc12
 : -12.9	-8.2%	2.8%	35.9%	-5.3	?	?
Cc1cc2ncn(CCC(=O)NC3CCCC3)c2cc1C
 : 20.2	0.7%	1.2%	-20.8%	-4.3	2.9%	35.7%[activator]
Cc1oc(C)c2c(=O)ccc3c(c12)OC(N)=C(C#N)C3c1ccccc1 (centres undefined)
 : -5.8	3.9%	-1.0%	?	-2.7	74.6%[activator]	?
COc1cccc(/C=C/C(=O)N(C)CC(=O)Nc2ccc(Cl)c(C(F)(F)F)c2)c1
 : /	-3.9%	/	-18.8%	/	8.4%	5.9%
CCCCn1c(-c2ccc(Cl)c(Cl)c2)nc2cc3[nH]c(=O)c(C(C)C)nc3cc21
 : 1.8	1.8%	-0.8%	-25.2%	-0.5	4.65µM*	?
CCOc1ccccc1C(=O)NCC(=O)OCC(=O)NCCc1ccc(S(N)(=O)=O)cc1
 : 18.5	-3.6%	0.4%	-2.1%	-2.5	138.5%[activator]	25.4%
CCN1CCc2c(OCC(=O)N3CCCc4ccccc43)cccc2C1=O
 : -14.8	-5.7%	-8.7%	2.2%	6.2	?	?
Cc1ccc(C)c(NS(=O)(=O)c2cc(C(=O)NCCC3=CCCCC3)ccc2C)c1
 : -2.7	-2.0%	1.5%	-40.7%	2.4	?	?
CCOC(=O)C1CCN(Cc2ccc(OC)cc2OC)CC1
 : -12.3	-5.4%	-5.5%	-13.4%	-3.7	?	9.7%
O=C(Nc1ccccc1Oc1cccnc1)C1CCCN(Cc2cccc(Cl)c2)C1 (centres undefined)
 : -4.0	-15.3%	2.9%	96.2%[activator]	-6.0	?	?
Cc1c(CC(=O)N2C[C@H]3C[C@@H](C2)c2cccc(=O)n2C3)c(=O)oc2cc(O)c(Cl)cc12
 : -5.8	-1.6%	-8.6%	-48.1%	-3.5	67.7%[activator]	20.2%
O=C(c1ccc([N+](=O)[O-])cc1)N1CCN(Cc2ccccc2)CC1
 : -5.6	1.5%	-0.3%	19.3%	6.6	9.1%	9.3%
O=C(NC1CCCCCC1)c1ccc(OCC2CCCO2)cc1 (centres undefined)
 : 59.4*	-7.9%	?	-7.2%	23.6*	89.1%[activator]	50.9%[activator]
Cc1ccc(-c2nnc(SCC(=O)NNC(=O)COc3ccccc3C)n2C)cc1
 : -14.8	-1.8%	-7.0%	-5.1%	-1.2	40.4%[activator]	1.6%
CC(C)OCCCNC(=O)c1ccc(Br)cc1
 : 83.3	/	-6.4%	-2.6%	44.5*	200.1%[activator]	45.8%[activator]
CCOC(=O)c1ccc(S(=O)(=O)NCCN2CCOCC2)cc1
 : -2.3	-9.5%	0.7%	-11.7%	1.0	3.7%	?

# Assay outcomes: PubChem, National Center for Advancing Translational Sciences (NCATS)
